# Screening results deposited in PubChem by several laboratories.
# dFosB act = activators of delta FosB homodimer, primary screen, biochemical, fluorescence polarization, TAMRA-CDK5 oligo, single point; actives 0.99% (n = 340,000); AID 493131, 2011; Protein FosB (Mus musculus), P13346; activation, % at 25 µM; purified delta FosB; percent of positive-control signal above neutral wells;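 active = mean activation above about 17%, with every replicate also reaching it, limit read from the data, passing the limit was not always enough; inconclusive = only one of the two conditions met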;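 also: fluorescence polarization rise as delta FosB binds a TAMRA Cdk5 AP-1 oligo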
# Target sequence (P13346 whole entry, looked up): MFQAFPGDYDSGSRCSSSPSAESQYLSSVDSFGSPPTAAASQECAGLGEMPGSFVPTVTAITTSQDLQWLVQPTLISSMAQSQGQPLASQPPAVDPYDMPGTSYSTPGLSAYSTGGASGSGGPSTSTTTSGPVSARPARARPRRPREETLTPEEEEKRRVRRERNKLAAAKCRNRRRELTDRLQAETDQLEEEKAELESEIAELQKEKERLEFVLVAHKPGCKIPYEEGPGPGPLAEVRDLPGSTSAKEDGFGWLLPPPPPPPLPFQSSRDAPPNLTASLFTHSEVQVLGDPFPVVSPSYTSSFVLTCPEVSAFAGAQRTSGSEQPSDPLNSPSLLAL
# CDK5 p35 inh = inhibitors of human CDK5/p35 kinase, primary screen, biochemical, single concentration; actives 0.01% (n = 330,000); Recombinant CDK5/p35, ADP-Glo luminescence, 60 min; Cyclin-dependent kinase 5 (Homo sapiens) + Cyclin-dependent kinase 5 activator 1 (Homo …; inhibition, % at 10 µM;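 active = highest replicate inhibition of at least 50% and at least 75% of replicates reaching 50%; inconclusive = only one of the two criteria met; inactive = both criteria failed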;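 also: plate controls were DMSO neutral control for no effect and GW8510 at 10 µM for full effect; many of its hits are not listed in these tables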
# Target sequence (Q00535 whole entry, looked up): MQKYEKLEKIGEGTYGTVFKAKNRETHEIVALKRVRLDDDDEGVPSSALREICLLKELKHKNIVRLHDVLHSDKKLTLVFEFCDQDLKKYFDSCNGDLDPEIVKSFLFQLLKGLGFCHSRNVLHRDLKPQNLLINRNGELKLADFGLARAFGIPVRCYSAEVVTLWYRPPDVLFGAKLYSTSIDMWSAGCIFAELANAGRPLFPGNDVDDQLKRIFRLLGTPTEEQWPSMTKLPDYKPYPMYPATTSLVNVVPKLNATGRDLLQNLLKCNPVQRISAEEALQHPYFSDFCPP
# Target sequence (Q15078 whole entry, looked up): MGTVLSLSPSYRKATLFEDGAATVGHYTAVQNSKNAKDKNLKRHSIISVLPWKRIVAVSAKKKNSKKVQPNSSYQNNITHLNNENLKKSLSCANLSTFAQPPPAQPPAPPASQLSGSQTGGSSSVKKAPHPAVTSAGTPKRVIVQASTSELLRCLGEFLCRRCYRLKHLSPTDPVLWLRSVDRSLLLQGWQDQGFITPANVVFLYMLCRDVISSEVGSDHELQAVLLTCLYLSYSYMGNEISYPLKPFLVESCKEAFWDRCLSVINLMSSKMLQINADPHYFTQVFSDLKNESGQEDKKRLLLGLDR
# CAL PDZ FP-1 = CAL PDZ peptide-binding inhibitors, primary screen, biochemical, fluorescence polarization, Cer-tagged CAL PDZ, HTS. Golgi-associated PDZ and coiled-coil motif-containing protein (Homo sapiens), Q9HD26. purified CAL PDZ, TMR-peptide fluorescence polarization, 1 h. AID 504414, 2011. inhibition, % at 20 µM. actives 0.02% (n = 330,000);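 active = highest replicate inhibition of at least 40%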;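 also: plate controls were DMSO neutral control wells for no effect and unlabeled competitor peptide control wells for full effect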
#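 Control set: unlabelled peptide and DMSO controls / Material: purified CerCALP PDZ construct / Timing: 1 h incubation at room temperature before polarization reading / Doses: 20 µM, one dose / Detection: fluorescence polarization (mP)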
# Tat transport = E. coli Tat export inhibitors, primary screen, MC4100, TorA-mCherry reporter, fluorescence, single point. inhibition, % at 10 µM. actives 0.036% (n = 340,000);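 active = mean replicate inhibition at least 50% and at least half of replicates individually reaching 50%; inconclusive = only one of the two criteria met; inactive = neither criterion met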;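 also: exported cargo escapes ClpAP degradation while cytoplasmic cargo is degraded and loses fluorescence; 0% = median of neutral control wells and 100% = median of NaSCN control wells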
# MITF TRPM1 HTS = activators of MITF-driven TRPM1 promoter reporter, primary screen, cell-based, SK-MEL-5, luciferase, single point | SK-MEL-5 TRPM1-promoter luciferase, 24 h; % of positive control, neutral wells = 0 | activation, % at 12.5 µM | actives 0.75% (n = 300,000);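 active = mean activation of at least 80% with every replicate also reaching 80%; inconclusive = mean reaches 80% but some replicate falls short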;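 also: 0% = neutral control wells and 100% = parthenolide positive control wells; values of inactives mirror those of a sister screen read the other way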
# V-ATPase pH = regulators of yeast V-ATPase proton pumping, primary screen, pHLuorin cytosolic pH fluorescence. AID 504577, 2011. S. cerevisiae. response, % at 10 µM. actives 0.37% (n = 350,000); in the data active = response mostly above about 7.3%, no sharp cut-off; inactive = mostly below about 5.4%; also: actives read high; inactives centre near 0; some compounds called inactive have numbers as strong as hits
# Rtt109 Vps75 = inhibitors of C. albicans Rtt109/Vps75 HAT, primary screen, biochemical, ThioGlo CoA-SH fluorescence, plate reader; inhibition, % at 34.9 µM; AID 540336, 2011; Histone acetyltransferase RTT109 (Candida albicans (strain SC5314 / ATCC MYA-2876)), …; actives 0.16% (n = 330,000); purified Rtt109/Vps75, 4 h;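 active = inhibition of at least 50% in every replicate; inconclusive = best replicate reaches 50% inhibition but some replicates fall short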
# Wnt act = Wnt/beta-catenin pathway activators, primary screen, cell-based, plate reader, single point; Wnt/beta-catenin reporter cell assay, activator; activation, % at 9.35 µM; actives 1.2% (n = 300,000); in the data active = activation above about 30%, passing the limit was not always enough; inconclusive = no clear call, values can overlap the other calls;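 also: 0% = neutral control wells and 100% = positive control wells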
# RTF Ca sens act = cardiac RTF calcium sensitivity activators, primary screen, biochemical, IANBD-TnC fluorescence, EC20 calcium | Troponin I, cardiac muscle (Homo sapiens) + Troponin T, cardiac muscle (Homo sapiens) + … | IANBD-labeled TnC RTF fluorescence at EC20 calcium; 0% EC20 calcium, 100% full calcium | activation, % at 7.2 µM | actives 0.24% (n = 340,000);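 active = activation above the mean over all tested compounds plus 3 SD, cut at about 30% in these data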;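 also: rise in fluorescence read as greater calcium sensitivity of cardiac thin filaments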
# CAL PDZ FP-2 = untagged CAL PDZ binding inhibitors, primary screen, biochemical, fluorescence polarization, HTS. Golgi-associated PDZ and coiled-coil motif-containing protein (Homo sapiens), Q9HD26. AID 602252, 2012. purified CAL PDZ, TMR-peptide fluorescence polarization, 1 h. inhibition, % at 24.9 µM. actives 0.92% (n = 300,000);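 active = mean inhibition of at least 30% with at least half of replicates also reaching 30%; inconclusive = no clear call, values can overlap the other calls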;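 also: 0% = DMSO neutral control and 100% = excess unlabeled competitor peptide PRC23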
# An asterisk follows results filed as active; ? = inconclusive; / = no result given.
SMILES,dFosB act,CDK5 p35 inh,CAL PDZ FP-1,Tat transport,MITF TRPM1 HTS,V-ATPase pH,Rtt109 Vps75,Wnt act,RTF Ca sens act,CAL PDZ FP-2
Cc1nc(NC(=O)CN2CCCCC2)sc1C(=O)N(C)C,3,0.2,-0.1,-7,0,3,-8,1,-2,-1
Cc1cc(C)n(C(=O)CCC(=O)NCc2ccccc2)n1,0,0.3,0.3,-6,-12,1,-1,-2,-1,-3
COc1cc(OC)cc(C(=O)Nc2cccc3c2CCCC3)c1,-4,1.8,0.9,1,-5,4,11,0,-3,/
COc1ccc(N2CCN(C(=O)COC(=O)c3oc4ccccc4c3C)CC2)cc1,1,0.1,-0.3,-1,-2,7,-6,-1,0,0
O=[N+]([O-])c1cccc(C(=Nc2ccccc2)NO)c1,-8,0.1,-3.3,-6,-19,2,-4,/,12,6
CN(C)c1ccc(/C=C/C(=O)c2ccccc2O)cc1,3,0.7,-1.3,-10,71,0,-2,-3,19,-1
Cc1ccc2nc(C)c(C(=O)N/N=C/c3ccco3)cc2c1,-10,3.8,-1.1,7,-13,6,-3,-1,-4,-7
O=C(Oc1ccccc1N1C(=O)C2CCCCC2C1=O)c1ccccc1F (configuration not stated),6,-0.5,-0.6,-1,-14,2,-4,-2,-1,1
COc1ccc(NC(=O)CCNS(=O)(=O)c2ccc3c(c2)CC(C)N3C(C)=O)cc1 (configuration not stated),1,0.2,-1.5,-8,-7,1,3,0,-2,-7
c1ccc2[nH]c(NC3=NCCC3)nc2c1,-6,0.1,-1.5,3,/,5,-5,0,7,0
COc1cc(OC)cc(C(=O)Nc2ccccc2C(=O)NC2CC2)c1,-7,3.1,-1.3,-2,4,4,-14,-3,3,7
Cc1ccccc1NC(=O)Cn1nc(-c2ccc(Cl)s2)ccc1=O,0,-1.0,-0.7,-5,5,-3,7,-1,3,9
Cc1ccc(N2C(=O)CC(N3CCN/C3=C3\CC/C(=C\c4ccccc4)C3=O)C2=O)cc1 (configuration not stated),-9,0.2,0.8,-9,10,-3,5,-4,5,/
CCN(CC)CCCNC(=O)c1csc(Nc2cccc3ccccc23)n1,-1,0.5,-0.1,-8,-7,-1,7,0,-2,/
O=C(NCCCc1ccccc1)C(=O)NCC1OCCN1S(=O)(=O)c1cc(F)ccc1F (configuration not stated),-4,-1.7,-1.9,12,-6,6,-4,-4,1,-3

# Reformatted with the structure last: entries from further up
dFosB act	CDK5 p35 inh	CAL PDZ FP-1	Tat transport	MITF TRPM1 HTS	V-ATPase pH	Rtt109 Vps75	Wnt act	RTF Ca sens act	CAL PDZ FP-2	SMILES
1	0.1	-0.3	-1	-2	7	-6	-1	0	0	COc1ccc(N2CCN(C(=O)COC(=O)c3oc4ccccc4c3C)CC2)cc1
3	0.2	-0.1	-7	0	3	-8	1	-2	-1	Cc1nc(NC(=O)CN2CCCCC2)sc1C(=O)N(C)C
6	-0.5	-0.6	-1	-14	2	-4	-2	-1	1	O=C(Oc1ccccc1N1C(=O)C2CCCCC2C1=O)c1ccccc1F (configuration not stated)

# (cont.)
SMILES,dFosB act,CDK5 p35 inh,CAL PDZ FP-1,Tat transport,MITF TRPM1 HTS,V-ATPase pH,Rtt109 Vps75,Wnt act,RTF Ca sens act,CAL PDZ FP-2
CCOC(=O)C1C(C(=O)Nc2cccc(C(F)(F)F)c2)C1C(=O)NC(C)C (configuration not stated),-5,0.5,-1.6,-8,2,0,7,1,-1,-2
COc1ccc(CN2CCNC(=O)C2CC(=O)NC2CCCCCC2)c(C)c1C (configuration not stated),-8,0.8,0.5,1,1,6,9,1,-2,-7
Cc1ccc(C)c(S(=O)(=O)NCc2ccc(C(=O)N3CCC(Cc4ccccc4)CC3)cc2)c1,-1,0.2,-1.4,9,-6,-2,9,/,-3,/
COC(=O)C1[C@H]2C(=O)N(Cc3cccs3)C[C@]23C=C[C@H]1O3 (some centres not stated),-7,-2.2,-2.4,-10,3,-2,-3,0,4,/
Cc1ccc(C(=O)N2CCc3ccccc32)cc1,3,0.3,-2.4,3,30,2,3,12,3,-2
Cc1ccccc1NC(NC(=O)c1cccs1)C(Cl)(Cl)Cl (configuration not stated),1,-1.1,/,4,-12,0,0,/,-4,0
CCOCCCNC(=O)C1CCN(C(=O)N(C)C)CC1,-5,-1.8,0.1,18,2,2,-4,-1,-8,1
COc1ccc(COC(=O)C2CCN(S(=O)(=O)c3ccc(OC)c(OC)c3)CC2)cc1,-2,-1.2,-0.3,0,4,2,4,-1,-3,1
CC(C)(C)c1cc(C(=O)O)nn1-c1ccccc1,0,0.1,-2.7,5,-6,-1,-6,-2,5,-3
COc1ccccc1Nc1nc(C)cc(C)n1,7,0.2,-0.5,-10,/,-3,5,1,-5,-1
COc1cc(OC)c(NC(=O)c2ccc(F)cc2)cc1Cl,0,2.9,-0.2,-4,-8,-2,4,-7,10,-3
COc1ccc(NC(=O)Cc2c(F)c(F)c(F)c(F)c2F)cc1OC,-1,2.9,-1.1,0,15,1,-4,0,-1,-2
O=C(CC1CCCCC1)NCCCN1CCOCC1,-5,-0.4,-2.1,2,-6,7,-9,-2,-2,-1
COc1cc(-c2cc(C(=O)NCc3ccc(S(N)(=O)=O)cc3)c3ccccc3n2)cc(OC)c1OC,0,-0.7,-3.7,1,-1,2,-9,-3,-3,9
Cc1ccc(-c2nnc(SCC(=O)N/N=C/c3ccccc3C(=O)O)n2-c2ccc(C)cc2)cc1,-11,0.5,0.7,-1,-2,-4,-10,1,0,-1
C/C(=N\Nc1nncc2ccccc12)c1ccc(OCC(=O)N(C)C)cc1,-2,0.5,-2.9,-2,?,0,-2,7,-1,-2
CCN(CC)C(=O)CSc1nc2c(sc(=S)n2-c2ccccc2)c(=O)n1Cc1ccco1,-16,-1.3,-9.6,-1,2,1,9,/,4,/
COc1ccc(CNC(=O)C2CCN(S(C)(=O)=O)CC2)c(OC)c1,1,0.0,-1.2,-5,-4,1,-6,-1,-1,-2
CCC(C)(C)NC(=O)CN(Cc1ccc(OC)cc1)C(=O)CCC(=O)Nc1nccs1,-3,-3.5,-2.7,-2,-4,0,-2,-1,1,0
O=S(=O)(c1ccc(NC(=S)NC2CC2)cc1)N1CCOCC1,4,1.1,-1.0,1,-8,2,-12,-1,-4,0
CCC(=O)c1ccc(OCC(O)CNC2CCCC2)cc1 (configuration not stated),16*,0.3,-0.6,-8,4,1,-2,1,0,-2
Cc1cccc(CC(=O)Nc2sc(C(C)C)cc2C(=O)N2CCOCC2)c1,-10,-0.4,-2.5,-9,-7,-5,5,-2,3,7
CCOc1ccc(/C=N/NC(=O)CSc2ccccn2)cc1O,-3,1.5,0.4,-7,-10,-2,5,-2,-1,-4
CCCCNc1ncnc2[nH]ncc12,-1,4.0,0.6,-8,9,0,2,-2,-2,/
CCc1cccc2c(C(=O)CSc3nncn3-c3ccc(OC)cc3)c[nH]c12,-7,-0.5,-3.0,1,6,-1,4,2,-7,-1
Oc1ccccc1-c1cc(C(F)(F)C(F)F)[nH]n1,0,7.9,-1.8,-1,17,7,-4,15,5,0
Cc1cccc(Nc2nc(Cl)ncc2F)c1C,-6,-1.7,-0.4,-7,10,0,-4,0,-4,-7
Cc1cc(N=Cc2c(O)n(-c3cccc(C(F)(F)F)c3)c(=O)c3ccccc23)no1,-7,-2.3,0.0,-17,-4,2,-9,/,6,13
CCC1CCCCN1C(=O)CSc1nc2ncccc2[nH]1 (configuration not stated),-5,0.2,-1.8,-2,5,-1,6,-5,-4,-6
O=C(COC(=O)CNS(=O)(=O)c1cc(C(F)(F)F)ccc1Cl)NC1CC1,-5,1.4,1.2,-3,2,0,-8,-3,0,/

# Limited to CDK5 p35 inh, Wnt act and Rtt109 Vps75, for 2 of the compounds above:
SMILES | CDK5 p35 inh | Wnt act | Rtt109 Vps75
C/C(=N\Nc1nncc2ccccc12)c1ccc(OCC(=O)N(C)C)cc1 | 0.5 | 7 | -2
CCN(CC)C(=O)CSc1nc2c(sc(=S)n2-c2ccccc2)c(=O)n1Cc1ccco1 | -1.3 | / | 9

# Continued:
SMILES,dFosB act,CDK5 p35 inh,CAL PDZ FP-1,Tat transport,MITF TRPM1 HTS,V-ATPase pH,Rtt109 Vps75,Wnt act,RTF Ca sens act,CAL PDZ FP-2
COCCCn1c(SCc2nnc(-c3ccccc3)o2)nc2sc3c(c2c1=O)CCC3,-4,-0.6,-1.6,6,-5,3,4,-5,-1,-5
COc1ccc(NC(=O)C23CC4CC(C2)CC(c2ccccc2)(C4)C3)c(OC)c1,-12,-0.4,-0.3,4,-4,1,-3,-7,2,-5
CCOC(=O)c1nn(-c2ccc(OCC)cc2)c2nc(-c3cccc(OC)c3)c(C#N)c(=O)n12,1,0.5,-3.9,2,19,-1,-8,0,-11,-1
O=S1(=O)CC2N=C(N(Cc3c(F)cccc3Cl)c3ccccc3F)SC2C1 (configuration not stated),-10,-0.3,-1.1,18,1,2,-9,/,2,-3
Cc1cc(Br)ccc1SCC(=O)OCC(=O)N1CCN(C(=O)c2ccco2)CC1,1,-0.3,-0.6,-1,-11,-1,-3,/,-8,-2
COCCNC(=O)CN1CCN(S(=O)(=O)c2ccc3c(c2)CCCC3)CC1,-2,0.8,-0.3,-5,-2,4,8,-2,-5,-4
N=c1c(C(=O)NCc2ccc3c(c2)OCO3)cc2c(=O)n3ccccc3nc2n1Cc1cccnc1,-4,0.0,-1.6,-1,-5,1,8,-9,1,2
Cn1cnnc1Sc1ccc(CN2CCN(C3CCCC3)C(CCO)C2)o1 (configuration not stated),4,0.0,-0.3,2,9,-4,2,-1,10,3
Cc1cc(-c2ccccc2)nc(SCC(=O)N2CCCC2)n1,-5,0.4,-2.1,10,-20,-4,3,-1,-1,2

# Reprinted at random: 3 compounds from above.
SMILES,dFosB act,CDK5 p35 inh,CAL PDZ FP-1,Tat transport,MITF TRPM1 HTS,V-ATPase pH,Rtt109 Vps75,Wnt act,RTF Ca sens act,CAL PDZ FP-2
O=C(NCCCc1ccccc1)C(=O)NCC1OCCN1S(=O)(=O)c1cc(F)ccc1F (configuration not stated),-4,-1.7,-1.9,12,-6,6,-4,-4,1,-3
CCOC(=O)C1C(C(=O)Nc2cccc(C(F)(F)F)c2)C1C(=O)NC(C)C (configuration not stated),-5,0.5,-1.6,-8,2,0,7,1,-1,-2
O=S1(=O)CC2N=C(N(Cc3c(F)cccc3Cl)c3ccccc3F)SC2C1 (configuration not stated),-10,-0.3,-1.1,18,1,2,-9,/,2,-3
